HCMV inh = inhibitors of human cytomegalovirus; HFF cells, HCMV-luciferase reporter, 72 h; active compounds read low; activity change, negative = inhibition, % at 57.5 µM; 410,000 compounds, 4.5% hits; AID 1259415; in the data active = activity change below about -60%; inconclusive = no clear call, values can overlap the other calls; inactive = above about -39%
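Human foreskin fibroblasts infected with luciferase-reporter HCMV at MOI 1 PFU/cell, compounds at two doses. Luciferase measured 72 h post infection; normalized to buffer-only basal and Salinomycin (10uM) controls.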
AMA1-RON2 inh = disrupts binding of P. falciparum AMA1 to RON2; Potency, µM (top dose mostly 58.2 µM), for inactives: at the top dose activity change, negative = inhibition, actives largely listed as inhibitors; AlphaScreen AMA1-biotinylated RON2 peptide binding; 360,000 compounds, 0.2% hits; active = well fitted inhibition curve with a large enough effect; inconclusive = small, poorly fitted or top-dose-only effect; inactive = no such curve, though single readings can be large or run the other way;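 note: potency is the fitted concentration of half-maximal effect; 0% = vehicle wells and -100% = peptide control; nearly all actives have a fitted effect of over 45% in size; some results filed as inactive show a strong effect at the top dose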
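AMA1 (3D7) with his tag at 25 nM final met compounds first, then biotinylated RON2 peptide at 25 nM; detection used donor plus acceptor beads, 10 µg/mL apiece, read by AlphaScreen after 30 min at room temperature.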
Active calls of the source: *; ? = inconclusive; [ ] = another dose, or the depositor's remark. Unless noted, % is set by controls: 0 for no effect and ±100 for the full control effect. A portion of the library; count on the stated rates, not on these rows.

SMILES	HCMV inh	AMA1-RON2 inh
Cc1ccc(S(=O)(=O)N(C)C)cc1NC(=O)C(C)OC(=O)CC1CC2CCC1C2 (stereo unspecified)	-22	4%
O=C1c2ccccc2-n2nnc(-c3ccccc3)c2C2c3ccccc3CCN12 (stereo unspecified)	13	20%
O=C(CC[C@H]1O[C@@H](n2ccc(=O)[nH]c2=O)[C@H](O)[C@@H]1O)N[C@@H](Cc1ccccc1)C(=O)NCc1ccccc1	17	6%
CCc1nc2ccc(C(=O)NCCCN3CCCC3=O)cn2c1N(C)C(=O)c1cccc(OC)c1	-7	0%
COc1ccc(NC(=O)C(c2ccc(C#N)cc2)n2c(=O)c(-c3cc4ccccc4[nH]3)nc3ccccc32)cc1 (stereo unspecified)	18	29%
O=C(Nc1ccccc1N1CCOCC1)[C@@H]1O[C@H](CO)[C@H](O)[C@H](O)[C@H]1O	9	18%
OCCN1CCN(c2ncnc3c2ncn3[C@H]2CN(Cc3ccc(-c4ccccc4)cc3)C[C@@H](CO)O2)CC1	?	-11%
COc1cc(CC(=O)Nc2c(-c3ccccc3)[nH][nH]c2=O)cc(OC)c1	10	6%
COc1ccc([C@H]2CC(=O)C[C@@H](CCn3cc(C(C)C)nn3)O2)cc1	-7	4%
CCC(c1nnnn1-c1c(C)cccc1C)N1CCN(c2ccccn2)CC1 (stereo unspecified)	-15	-14%
CC1C(=O)N(Cc2cn(CC3CCCCC3)nn2)CCS(=O)(=O)N1Cc1ccc(-c2ccncc2)cc1 (stereo unspecified)	?	0%
C[C@@H]1CN([C@H](C)CO)C(=O)CCCn2cc(nn2)CO[C@H]1CN(C)S(C)(=O)=O	2	9%
CC1(C(=O)NCc2ccccc2)Cc2c(-c3cccc(C(N)=O)c3)ccnc2O1 (stereo unspecified)	-16	-6%
C[C@@H]1CN([C@@H](C)CO)C(=O)CCCn2nncc2CO[C@@H]1CN(C)S(=O)(=O)c1cccc(C#N)c1	2	5%
COc1ccc(-c2coc3c(C(=O)Nc4cccnc4)cccc23)c(C)c1	?	-9%
CC(=O)NC(c1cccc(F)c1)c1nc(-c2ccc(C)c(C)c2)cs1 (stereo unspecified)	22	6%
COCCNC(=S)N(C)[C@H]1C[C@H]2c3cc(Oc4ccccc4C)ccc3CCN2C(=O)[C@H]1[C@H](C)O	-26	-1%
CC(C)=CC(=O)N1CCC(Oc2cccc(C(=O)NCc3ccccn3)c2)CC1	21	14%
OC(c1cccc(F)c1)c1ncc(-c2ccc(Oc3ccccc3)cc2)[nH]1 (stereo unspecified)	17	-9%
COc1ccc(-c2coc3c(C(=O)NCc4ccc(F)c(F)c4)cccc23)c(C)c1	?	-8%
Cc1ccccc1-c1cnc(C(O)c2ccc(F)cc2C)[nH]1 (stereo unspecified)	3	-15%
O=C1Nc2ccccc2-n2nnnc2C1N1CCN(c2cccc(C(F)(F)F)n2)CC1 (stereo unspecified)	81	6%
CCOc1ccc(NS(=O)(=O)c2cccs2)cc1S(=O)(=O)N1CCCC1	-8	4%
CC(C)N1C(=O)c2ccccc2NC(=O)C1C(=O)NCc1cccc(C(F)(F)F)c1 (stereo unspecified)	25	-3%
COc1ccc(C(=O)N2CCOC2CNC(=O)C(=O)NCc2ccccc2)cc1 (stereo unspecified)	-7	-18%
C[C@H](c1ccccc1)N1C[C@@H](COCc2ccccc2)Oc2cc(N3CC[C@@H](O)C3)ccc2S1(=O)=O	1	-15%
COCCNC(=O)C1CCCN(Cc2ccc(C#N)cc2)CC1 (stereo unspecified)	-24	0%
CN(Cc1ccccc1)C(=O)c1[nH]cnc1C(=O)Nc1ccc(Br)cc1F	-34	119%[activator]
CCOC(=O)C1(C)CCCN1C(=O)c1csnn1 (stereo unspecified)	-10	14%
CCN(CC)S(=O)(=O)c1ccc(SCC(=O)c2c(N)n(C3CC3)c(=O)[nH]c2=O)nc1	45	11%
CC1C(c2ccccc2)=Nn2c(=O)n(-c3ccccc3)c(=O)n21 (stereo unspecified)	-29	1%
CC(=O)c1cccc(-c2ccnc3c2CC(C(=O)Nc2cccc(OC(F)(F)F)c2)O3)c1 (stereo unspecified)	-24	-9%
COc1ccc(CNC(=O)CC[C@H]2O[C@@H](n3ccc(=O)[nH]c3=O)[C@H](O)[C@@H]2O)cc1	11	-1%
O=C(Nc1ccc(F)cc1)C(c1cc2ccccc2o1)N1CCN(CC(=O)N2CCCC2)CC1 (stereo unspecified)	52	-3%
CC(C)CNC(=O)C1(C)CCCN1C(=O)c1cncc(Br)c1 (stereo unspecified)	16	-7%
CCOC(=O)C1(C)CCCCN1C(=O)c1ccoc1 (stereo unspecified)	40	8%

5 consecutive compounds already listed, quoted:
SMILES	HCMV inh	AMA1-RON2 inh
COc1ccc(C(=O)N2CCOC2CNC(=O)C(=O)NCc2ccccc2)cc1 (stereo unspecified)	-7	-18%
C[C@H](c1ccccc1)N1C[C@@H](COCc2ccccc2)Oc2cc(N3CC[C@@H](O)C3)ccc2S1(=O)=O	1	-15%
COCCNC(=O)C1CCCN(Cc2ccc(C#N)cc2)CC1 (stereo unspecified)	-24	0%
CN(Cc1ccccc1)C(=O)c1[nH]cnc1C(=O)Nc1ccc(Br)cc1F	-34	119%[activator]
CCOC(=O)C1(C)CCCN1C(=O)c1csnn1 (stereo unspecified)	-10	14%

New compounds follow
SMILES	HCMV inh	AMA1-RON2 inh
Cc1cc(C)nc(Nc2nc(C(N)CCc3ccccc3)cs2)n1 (stereo unspecified)	67	32%[activator]
COc1cccc(CN(C)CC(=O)N2CCN(S(=O)(=O)c3ccccc3)CC2)c1	?	-5%
CC1(C2CC(=O)c3c(O)ccc(O)c3C2)OCCO1 (stereo unspecified)	?	-11%
Cc1nccn1-c1ccc(NC(=O)[C@H]2O[C@@H](n3ccc(=O)[nH]c3=O)[C@H](O)[C@@H]2O)cc1	-13	-16%
C[C@H]1CN([C@@H](C)CO)C(=O)CCCn2cc(nn2)CO[C@@H]1CN(C)S(=O)(=O)c1ccc(Oc2ccccc2)cc1	12	-2%
CNc1nc(Oc2cccc(NC(C)=O)c2)c2sccc2n1	7	7%
NC(=O)C1CCN(C(=O)c2ccc(Cl)c(S(=O)(=O)N3CCc4ccccc43)c2)CC1	-21	0%
O=C(Cc1c(-c2ccccc2)nc2ccc(Br)cn12)N1CCCC1	30	9%
CCCCNC(=O)C(NC(=O)c1ccc2ccccc2c1)C(=O)c1ccccc1 (stereo unspecified)	-64*	-1%
CC1=CC2(C)NC(=O)C(C)C12 (stereo unspecified)	-8	28%
CCc1nc2ccc(C(=O)NCCc3ccccn3)cn2c1N(C)Cc1nccs1	6	5%
CCOc1ccc(NC(=O)CN(C)C(=O)CCCNC(=O)c2ccc(Cl)cc2)cc1OCC	-9	-1%
O=C(O)C(=Cc1ccncc1)c1cccc2ccccc12	34	-15%
CC(C)(C)NC(=O)C(c1ccc(O)cc1)N(Cc1ccc2c(c1)OCO2)C(=O)CCl (stereo unspecified)	7	-2%
O=S(=O)(NCCS(=O)(=O)N1CCN(c2ccc(F)cc2)CC1)c1ccc(F)cc1	-31	29%
CCCc1c(C(=O)N/N=C/c2ccc(C)o2)nnn1-c1nonc1N	14	110%[activator]
O[C@H]1C[C@H](c2ccc(Cl)cc2)N(Cc2cccs2)C[C@@H]1n1cc(-c2ccc(F)cc2)nn1	-7	-10%
Nc1ccn([C@@H]2O[C@H](C(=O)NCCCN3CCCC3=O)[C@@H](O)[C@H]2O)c(=O)n1	14	3%
CCCCOCCCNC(=O)C[C@@H]1C[C@@]2(C(=O)OCC)CCCC=C2N(Cc2ccc3c(c2)OCO3)C1=O	30	5%
O=C(NCCc1ccccc1F)c1cc(COc2ccc(F)cc2F)on1	-7	-6%
O=C1CCC(OCc2ccccc2)CCN1[C@H](CSc1ccccc1)Cc1ccccc1 (stereo partly specified)	-8	5%
CCOC(=O)[C@]12CCC=C1N(Cc1ccc(Cl)cc1Cl)C(=O)[C@H](CC(=O)NCc1cccs1)C2	-20	-17%
C[C@@H]1CN([C@@H](C)CO)C(=O)CCCn2nncc2CO[C@@H]1CN(C)S(=O)(=O)c1ccc2c(c1)OCCCO2	2	-5%
CN(C)CCCn1c2c(c(SCC(=O)Nc3ccc4c(c3)OCCO4)nc1=O)CCCC2	24	-9%
Cc1nc2ccc(Cl)cc2n1C	-14	5%
CC(=O)N1c2ccccc2N=C(c2ccc(C(F)(F)F)cc2)C1C(=O)NC1CCCC1 (stereo unspecified)	11	10%
CCCCNC(=O)C1(C)CCCCN1C(=O)c1oc2ccccc2c1C (stereo unspecified)	-4	0%
COc1cccc(C=C(C(C)=O)C(=O)c2ccccc2)c1	4	-3%
NNC(=O)CN1C(=O)C2(OCCO2)c2ccccc21	-5	3%
C[C@@H]1CN([C@H](C)CO)S(=O)(=O)c2ccc(C#Cc3ccccc3)cc2O[C@@H]1CN(C)C(=O)CN(C)C	-36	6%
O=C1[C@H]2[C@@H](c3ccc(C(F)(F)F)cc3)N[C@]3(CCCN(Cc4ccc(C(F)(F)F)cc4)C3=O)[C@H]2C(=O)N1Cc1ccccc1	8	-4%
CC(=O)C1=CCC(c2ccc(Cl)c(Cl)c2)N(S(=O)(=O)c2ccc(C)cc2)C1 (stereo unspecified)	-23	-2%
O=C(NC(=S)Nc1ccc([N+](=O)[O-])cc1)c1ccco1	22	21%
CCCCCCN1CCN(C2CN(C3CCCCC3)S(=O)(=O)C2)CC1 (stereo unspecified)	-14	8%
Cc1cc(C(=O)OC(C)C(=O)NC2CCCCC2C)c2ccccc2n1 (stereo unspecified)	-40	-10%
C[C@@H]1COc2cc(N3CCC[C@H]3CO)ccc2S(=O)(=O)N1	-30	17%

Reformatted: 3 of the compounds above.
Structure: CC(=O)N1c2ccccc2N=C(c2ccc(C(F)(F)F)cc2)C1C(=O)NC1CCCC1 (stereo unspecified)
  HCMV inh: 11	AMA1-RON2 inh: 10%
Structure: CCCCNC(=O)C1(C)CCCCN1C(=O)c1oc2ccccc2c1C (stereo unspecified)
  HCMV inh: -4	AMA1-RON2 inh: 0%
Structure: COc1cccc(C=C(C(C)=O)C(=O)c2ccccc2)c1
  HCMV inh: 4	AMA1-RON2 inh: -3%

Remaining list, next part:
SMILES	HCMV inh	AMA1-RON2 inh
CCCc1c(C(=O)N/N=C(\CC)c2ccccc2)nnn1-c1nonc1N	-63*	-15%
COc1cccc(C(O)c2nc(-c3cccc4cccnc34)cs2)c1 (stereo unspecified)	62	29%
O=C(NCc1ccccc1)C(c1ccco1)N1CCN(c2ccccc2F)CC1 (stereo unspecified)	2	-11%
CCOC(=O)C1=C(C)NC(C)=C(C(=O)OCC)C1c1ccncc1	18	9%

Screens: PubChem, National Center for Advancing Translational Sciences (NCATS)
